# SMN2 splice enh: enhancers of SMN2 splice variant expression; 210,000 tested, 2.8% active; HEK293 SMN2-luciferase splicing reporter, luminescence, 30-36 h; AID 1458; Potency, µM (doses to about 46.1 µM), for inactives: top-dose activity change, positive = activation, most hits filed as activators; further: % of control where 0% means no effect; nearly all actives have a fitted effect of over 55% in size
#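 qHTS luciferase splicing reporter: luminescence rises when SMN2 exon 7 is included in transfected HEK293 cells. Compound exposure lasted 30-36 h at 37C, with 4.5 mM final sodium butyrate as control, followed by a ONE-Glo read.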
# JMJD2E inh: JMJD2E (human) inhibition; JMJD2E catalytic domain, FDH-coupled NADH fluorescence (FDH is formaldehyde dehydrogenase); Potency, µM (doses to about 57.1 µM), for inactives: top-dose activity change, negative = inhibition, usual class: inhibitors; 230,000 tested, 1.6% active; active means well fitted inhibition curve with a large enough effect, not every such curve was filed as active; inconclusive means small, poorly fitted or top-dose-only effect, or another doubt; inactive means no such curve, though single readings can be large or run the other way;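 further: 0% = wells with enzyme and -100% = buffer wells without enzyme; nearly all actives have a fitted effect of over 50% in size; many of its hits are not listed in these tables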
# Target sequence (B2RXH2 1-337 limits assumed): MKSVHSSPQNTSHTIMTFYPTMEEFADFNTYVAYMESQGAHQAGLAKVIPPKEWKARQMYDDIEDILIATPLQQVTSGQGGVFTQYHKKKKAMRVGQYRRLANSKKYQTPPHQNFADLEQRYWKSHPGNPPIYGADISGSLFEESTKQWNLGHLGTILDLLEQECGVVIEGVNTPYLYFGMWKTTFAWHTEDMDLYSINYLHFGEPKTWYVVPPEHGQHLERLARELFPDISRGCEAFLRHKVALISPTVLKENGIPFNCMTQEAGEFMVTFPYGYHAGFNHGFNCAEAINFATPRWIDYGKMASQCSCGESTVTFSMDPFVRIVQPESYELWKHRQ
# GAA inhib: inhibitors of human lysosomal alpha-glucosidase. P10253. purified human GAA, 4-MU-alpha-glucoside fluorescence. Potency, µM (highest dose often 76.9 µM), for inactives: top-dose activity change, negative = inhibition, hits mostly inhibitors. 200,000 tested, 0.005% active. AID 1466;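 further: plate controls were uninhibited enzyme wells for no effect and no-enzyme background for full effect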
#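 Enzyme (4 nM final) mixed with compound (up to 77 uM), then 4-MU-alpha-D-pyranoside (400 uM final) added; 20 min at room temperature, pH 5.0. Reaction stopped at pH 10, fluorescence read, AC50 derived by Hill fit.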
# aGlu spleen mod: inhibitors or activators of human alpha-glucosidase in spleen homogenate; human spleen homogenate, 4-MU-alpha-glucoside fluorescence; Potency, µM (series often up to 79.9 µM), inactives show top-dose activity change, negative = inhibition, usual class: inhibitors; 240,000 tested, 0.006% active; AID 2112;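 further: 0% = enzyme with vehicle and -100% = no enzyme basal signal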
#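 Human spleen homogenate (1 ug) incubated with compounds and 1 mM 4-methylumbelliferyl-alpha-D-glucopyranoside in pH 5.0 citrate/phosphate buffer, 37 C, 40 min. Stopped at pH 10; 4-MU fluorescence (Ex 365/Em 440 nm); AC50 by Hill fit.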
# aGal spleen mod: alpha-galactosidase A (human) modulation. Potency, µM (titrated, usually from 80 µM), for inactives: at the highest dose activity change, negative = inhibition, most hits filed as inhibitors. AID 2107. 240,000 tested, 0.008% active. P06280. human spleen homogenate, 4MU-alpha-Gal fluorescence, 40 min;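 further: 0% = enzyme with vehicle and -100% = no enzyme basal signal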
# Target sequence (P06280 32-429 limits assumed): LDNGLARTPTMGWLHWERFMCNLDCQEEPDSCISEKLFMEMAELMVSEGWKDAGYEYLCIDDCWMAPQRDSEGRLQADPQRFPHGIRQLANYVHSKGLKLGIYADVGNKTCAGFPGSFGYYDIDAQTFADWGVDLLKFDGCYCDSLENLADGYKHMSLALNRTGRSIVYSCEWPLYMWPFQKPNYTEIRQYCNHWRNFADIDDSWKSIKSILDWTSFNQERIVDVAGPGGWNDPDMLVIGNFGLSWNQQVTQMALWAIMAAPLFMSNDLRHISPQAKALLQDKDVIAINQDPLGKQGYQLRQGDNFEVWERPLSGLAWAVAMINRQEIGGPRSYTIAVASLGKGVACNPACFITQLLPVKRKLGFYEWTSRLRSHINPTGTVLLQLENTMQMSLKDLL
#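 Inhibition or activation of alpha-galactosidase in human spleen homogenate is scored by 4-MU fluorescence after 40 min at 37C, pH 5.0, with 1 mM substrate. AC50s come from concentration-response fitted to the Hill equation.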
# GAA glycogen: GAA glycogen-cleavage inhibition or activation | 300,000 tested, 0.38% active | Potency, µM (highest dose often 76.4 µM), for inactives: at the highest dose activity change, negative = inhibition, hits mostly inhibitors | recombinant GAA, glycogen substrate, Amplex Red glucose oxidase fluorescence | P10253 | AID 2100;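 further: 0% = full enzyme reaction and -100% = no-enzyme basal signal; the screen sought inhibitors and activators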
#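 Recombinant human alpha-glucosidase (4 nM final) hydrolysed bovine liver glycogen (30 ug) for 40 min at 37 C in pH 5.0 citrate/phosphate with 0.01% Tween-20. Released glucose detected by glucose oxidase/Amplex Red, Ex 573/Em 610 nm. Compounds up to 77 uM; AC50 from Hill fits.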
# ALDH1A1 block: ALDH1A1 (human) enzyme inhibition | 220,000 tested, 7.3% active | AID 1030 | Potency, µM (titrated, usually from 75.3 µM), for the others: at the top dose activity, negative = inhibition, actives largely listed as inhibitors | Purified ALDH1A1, NADH fluorescence, propionaldehyde substrate | P00352; active means well fitted inhibition curve with a large enough effect, not every such curve was filed as active; inconclusive means small, poorly fitted or top-dose-only effect, or another doubt; inactive means no such curve, though single readings can be large or run the other way;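 further: plate controls were no enzyme wells and a reference inhibitor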
# GoLoco inh red: blocks human Gai1 binding to RGS12 GoLoco peptide, red readout; 230,000 tested, 0.44% active; Gai1:RGS12 GoLoco peptide FP, rhodamine, 10 min; Potency, µM (doses to about 61.6 µM), without a hit: at the top dose activity, negative = inhibition, most hits filed as inhibitors; active means well fitted inhibition curve with a large enough effect, not every such curve was filed as active; inactive means no such curve, though single readings can be large or run the other way; further: on the % scale 0 is the no-effect control and ±100 the full control effect; nearly all actives have a fitted effect of over 30% in size; many of its hits are not listed in these tables
# An asterisk follows results filed as active; ? = inconclusive; nt = no result given; & = joins results of further samples; [ ] = remark or other dose. Unless noted, the call rests on the fitted dose curve; in most records, active means well fitted curve in the direction sought with a large enough effect; inconclusive means small, poorly fitted or top-dose-only effect, or another doubt; inactive means no such curve, though single readings can be large; an effect the other way counts as inactive or inconclusive. Potency means the concentration at half of the fitted maximal effect.
SMN2 splice enh | JMJD2E inh | GAA inhib | aGlu spleen mod | aGal spleen mod | GAA glycogen | ALDH1A1 block | GoLoco inh red | SMILES
nt | -24.9% | 0.7% | 7.3% | 2.6% | -2.1% | 4.7% | nt | Cc1nc(SCC(=O)N2CC(C)OC(C)C2)nc(C)c1C (stereo not given)
-12.6% | -3.5% | -4.2% | -10.7% | -8.4% | -9.1% | 8.0% | -4.9% | Cc1ccc2nsnc2c1S(=O)(=O)N1CCN(CCc2ccccc2)CC1
-26.7% | -11.1% | 4.6% | -6.3% | -0.3% | -13.7% | ? | 10.2% | Cc1ccc(-n2c(C)cc(/C=N/NC(=O)c3ccncc3)c2C)cc1
13.6% | 2.4% | -3.4% | 5.0% | 3.2% | 10.9% | 1.9% | 11.5% | Cc1cnc(C(=O)OCC(=O)NC(C)C)cn1
9.1% | ? | -2.2% | 0.1% | -0.7% | 3.0% | ? | -4.3% | Cc1cccc2cc(COC(=O)C(C)C)c(=O)[nH]c12
4.47µM* | -27.7% | 0.5% | 3.8% | 7.9% | -15.8% | -8.7% | -7.6% | COC(=O)c1c(C)n(-c2ccc(OC)cc2)c2ccc(O)cc12
-0.3% | 11.3% | 6.1% | -6.5% | 2.9% | -11.6% | 1.4% | 2.9% | Cc1cc(C)n(/N=C/c2ccccc2O)c(=O)c1
? | -3.8% | -9.5% | -10.7% | 0.2% | 2.3% | 4.4% | 7.2% | COc1ccc(-c2nnn(CC(=O)N(Cc3cccs3)C(C)C(=O)NCCC(C)C)n2)cc1OC (stereo not given)
12.8% | -1.2% | ? | -8.8% | 8.4% | -4.8% | -3.4% | 9.6% | COc1cc(/C=N/Nc2nc(Nc3ccc(C)cc3)nc(-n3nc(C)cc3C)n2)cc(OC)c1OC
6.0% | ? | ? | -0.7% | 3.7% | 1.1% | ? | 11.0% | CCOC(=O)c1cc(-c2ccccc2)nc2c1c(C)nn2-c1ccccn1
-5.4% | -15.2% | -2.3% | 3.1% | 4.4% | -7.2% | -2.4% | 8.2% | Clc1nc(NCc2cccnc2)nc(N2CCOCC2)n1
-5.1% | -0.8% | -4.0% | -0.1% | -0.2% | -2.1% | 6.7% | -0.6% | COc1ccc(OC)c(NC(=O)CC(Cc2ccccc2OC)C(=O)O)c1 (stereo not given)
-1.4% | -6.0% | -5.8% | -2.9% | -2.3% | 13.9% | -11.0% | -0.6% | CCOc1ccc(C2/C(=C(\O)c3c(C)[nH]c(C(=O)OC)c3C)C(=O)C(=O)N2CCN(C)C)cc1 (stereo not given)
-5.8% | ? | 4.8% | 9.8% | 5.3% | -9.2% | 13.7% | -2.5% | COc1ccc(NC(=O)c2sc3cc(C(F)(F)F)cnc3c2-c2cccs2)cc1
23.4% | 6.9% | -12.7% | -16.3% | 7.7% | 1.9% | 15.8µM* | 5.2% | O=C(NC1=NCCS1)c1ccc2c(c1)C(=O)N(Cc1ccco1)C2=O
nt | -9.1% | 1.2% | 3.4% | -3.2% | -5.5% | ? | -4.2% | COCc1cc(C)nc(SCc2nc3ccccc3c(=O)[nH]2)c1C#N
-1.0% | 4.0% | -1.7% | -6.4% | -4.1% | 0.8% | 7.3% | -13.4% | CCOC(=O)c1c(C)n(C)c2ccc(OCC(O)CN(CC)CC)cc12 (stereo not given)
-11.6%[9.22 µM] | -31.1% | nt | -2.1% | -5.0% | 29.0% | -9.1%[13.5 µM] | 2.5%[14.2 µM] | Cc1cc(O)c(C(C)C)cc1N=Cc1ccccc1O
nt | -1.5% | -10.6% | -1.4% | -1.8% | -4.1% | 2.9% | -4.3% | COc1ccc(C(=O)N/C(=C\c2cn(C)c3ccccc23)C(=O)OCCN(C)C)cc1
-7.6% | -19.8% | 0.1% | 3.5% | 1.2% | 1.7% | ? | 0.0% | CCOc1ccc2nc(NC(=S)NCc3ccccc3)sc2c1
-46.8%[inhibitor] | -4.2% | -3.9%[15.4 µM] | 3.2% | -1.6% | 8.8% | -6.6% | -5.9% | Cc1cc(NC(=O)CS(=O)(=O)c2cn(Cc3ccc(F)cc3)c3ccccc23)no1
17.4% | 10.4% | -2.8% | -2.3% | 1.6% | 5.8% | -8.7% | -1.4% | COC(=O)C1=C(N)n2c(s/c(=C\c3cccnc3)c2=O)=C(C(=O)OC)C1c1cccnc1 (stereo not given)
-4.6%&-28.6% | 10.3%&-6.4% | -1.3%&1.3% | -5.5%&3.0% | -5.9%&-2.9% | 5.3%&-11.8% | -2.1%&5.6% | 1.1%&-7.2% | COc1ccc(C(=O)C[n+]2cc(-c3ccc(OC)cc3)n3c2CCCC3)cc1
-23.7% | 4.2% | -0.2% | -14.2% | -1.6% | 3.2% | ? | 48.8%[activator] | N#Cc1c(NC(=O)CSC2=NCCS2)sc2c1CCCC2
nt | -6.7% | -8.3% | 3.5% | 11.0% | 16.7% | 1.9% | nt | C=C(C)CSc1nc(N)c2c3c(sc2n1)CCC3
21.2% | 5.4% | -1.9% | -4.1% | -4.7% | -2.6% | ? | -3.0% | CCN(CC)c1ncc(C)c(=O)[nH]1
23.7% | 1.0% | -0.9% | -0.9% | -6.2% | 2.6% | 4.7% | 8.0% | O=C(CCN1C(=O)/C(=C\c2ccccc2)SC1=S)NNC(=O)c1cccnc1
-32.6%[inhibitor] | -4.1% | -3.4% | -17.8% | 0.9% | -4.7% | ? | 15.8% | CCCCCCCCCCCNC(=O)c1ccoc1C
-3.8% | 7.5% | 0.1% | -5.4% | -10.8% | -0.8% | -6.3% | 11.4% | O=C1C=C(NCC2CCCO2)C2(CCCCC2)O1 (stereo not given)
-55.9%[inhibitor] | -4.0% | 2.6% | 3.3% | -3.8% | -1.0% | 13.3% | 17.5% | CC1=C(C(=O)OCCc2ccccc2)C(c2ccsc2)NC(=O)N1C (stereo not given)
-23.3% | ? | -9.2% | -3.1% | 4.2% | -11.6% | ? | -4.4% | COC(=O)c1c(C)cc(C)n2c1nc1ccccc12
-8.4% | 25.1µM* | -7.3% | 5.3% | -3.0% | -12.6% | 20µM* | 8.0% | COc1ccc2ccccc2c1C(=O)/C=C\c1ccoc1
18.3% | 4.2% | ? | -15.6% | -12.2% | 4.0% | -9.5% | -0.2% | Cc1ccc(C(=O)C2OC(=O)C(C)(C)C(=O)C2(C)C)cc1 (stereo not given)
-20.7% | 6.3% | -3.1% | 0.0% | -1.5% | -0.6% | 9.7% | 2.0% | CCOc1ccc(NC(=S)N(CCOC)C(C)c2cccnc2)cc1 (stereo not given)
2.5% | -9.8% | ? | ? | 2.7% | -10.8% | ? | -0.1% | CCC1C(=O)N=C(SCC(=O)Nc2ccc(S(N)(=O)=O)cc2)NC1=O (stereo not given)
-58.2%[inhibitor] | -3.3% | -0.7% | -15.3% | -3.7% | 9.6% | -9.0% | -13.8% | CCOc1ccccc1/C=C/C(=O)c1ccc(Cl)cc1
12.2% | ? | -0.4% | 2.4% | -1.4% | 1.7% | ? | 8.8% | Cc1cc2c3c(ccc(C)c3n1)N=CN2c1ccccc1
21.5% | -14.5% | 6.3% | -1.0% | -4.5% | 10.1% | 14.1µM* | 5.2% | COCCCNC(=O)/C(C#N)=C/c1cccc(NC(=O)c2ccccc2Cl)c1
9.1% | 5.2% | 2.0% | 2.5% | 5.1% | 1.9% | -12.8% | 0.0% | CCc1ccc(NC(=O)CSc2nnc(Cn3c(=O)sc4ccccc43)n2C)cc1
nt | -3.4% | -8.7% | -21.1% | -3.5% | 13.8% | 0.5% | 4.4% | CCOC(=O)C1(Cc2cccc(OC)c2)CCN(Cc2ccccc2OC)CC1
-22.5%&-18.1%&-16.1% | -3.5%&10.6% | nt | -14.3%&-1.9%&-20.0%&5.7% | 0.6%&4.1%&-1.7%&-0.5% | nt | -7.2%&-2.0%&11.4% | -5.6%&-3.1%&4.2%&4.2% | COC(=O)c1c(C)[nH]c(C)c1C(=O)c1ccccc1Cc1ccccc1
-1.6% | ? | 2.4% | -0.5% | -5.8% | 5.5% | ? | 34.2%[activator] | Cc1[nH]nc(N=Cc2c(O)n(C)c(=O)n(C)c2=O)c1-c1ccccc1
-6.3% | 3.9% | 3.3% | nt | -5.5% | 9.1% | 0.8% | 0.5% | CCOC(=O)C1=NOC(CNC(=O)c2ccccc2Cl)C1 (stereo not given)
-41.3%[inhibitor] | -8.6% | ? | 3.7% | -5.6% | -10.7% | -8.3% | 5.1% | O=C(C(Sc1ccccc1)c1ccccc1)N1CCN(c2ccccc2)CC1 (stereo not given)
-5.5% | 10.0% | -3.3% | -6.1% | -1.2% | 2.8% | 5.9% | -10.2% | CN1CCN(C(=O)c2ccccc2N(Cc2ccccc2)S(=O)(=O)c2ccccc2)CC1

# 3 compounds from above, arranged by the value under GoLoco inh red, descending:
structure	GoLoco inh red
CC1=C(C(=O)OCCc2ccccc2)C(c2ccsc2)NC(=O)N1C (stereo not given)	17.5%
CCOc1ccc(NC(=S)N(CCOC)C(C)c2cccnc2)cc1 (stereo not given)	2.0%
CCOc1ccccc1/C=C/C(=O)c1ccc(Cl)cc1	-13.8%

# Seven compounds from above, reduced to aGlu spleen mod and aGal spleen mod.
Compound,aGlu spleen mod,aGal spleen mod
CCN(CC)c1ncc(C)c(=O)[nH]1,-4.1%,-4.7%
Cc1ccc(C(=O)C2OC(=O)C(C)(C)C(=O)C2(C)C)cc1 (stereo not given),-15.6%,-12.2%
CC1=C(C(=O)OCCc2ccccc2)C(c2ccsc2)NC(=O)N1C (stereo not given),3.3%,-3.8%
CCOc1ccc(NC(=S)N(CCOC)C(C)c2cccnc2)cc1 (stereo not given),0.0%,-1.5%
CCOC(=O)C1=NOC(CNC(=O)c2ccccc2Cl)C1 (stereo not given),nt,-5.5%
COC(=O)c1c(C)cc(C)n2c1nc1ccccc12,-3.1%,4.2%
O=C1C=C(NCC2CCCO2)C2(CCCCC2)O1 (stereo not given),-5.4%,-10.8%

# Assay outcomes deposited in PubChem BioAssay by National Center for Advancing Translational Sciences (NCATS).

# An excerpt (hit frequency here may not be typical).
